# IMPase Li inh: membrane-permeable IMPase blocker, potentiated with lithium | CHO-M1 cells, IP1 TR-FRET (IP-One), carbachol + lithium | Potency, µM (doses to about 59.4 µM), without a hit: at the top dose activity, negative = IMPase inhibition, actives largely listed as inhibitors | hit rate 0.35% among 210,000 | AID 1457;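 note: IP1 builds up when IMPase is blocked and the TR-FRET signal falls; potency is the fitted concentration of half-maximal effect; plate controls were basal vehicle for no effect and high inhibitor control for full effect; nearly all actives have a fitted effect of over 50% in size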
#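 Readout is a homogeneous TR-FRET IP1 immunoassay (Ex 320, Em 665 and 620), where raised cytosolic IP1 lowers signal. Cells were CHO-M1 treated 30 min at 37C with test compounds plus a little lithium; AC50 values came from Hill-equation fitting.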
# HttQ103 aggreg: reduces HttQ103-GFP aggregates in PC12 cells | hit rate 1.1% among 220,000 | Potency, µM (doses to about 46.1 µM), for the others: at the highest dose activity change, negative = inhibition, most hits filed as inhibitors | PC12 HttQ103-GFP aggregates, Acumen cytometry, 40 h; note: potency is the fitted concentration of half-maximal effect; % is set by controls: 0 for no effect and ±100 for the full control effect; nearly all actives have a fitted effect of over 60% in size
#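 Compounds (qHTS titration) were added to PC12 cells expressing an ecdysone-driven HTT exon 1 Q103–GFP fusion after induction with 100 nM tebufenozide. Aggregate formation was measured as GFP objects in cell lysates.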
# NPSR antag: blocks cAMP signaling of the human neuropeptide S receptor; hit rate 1% among 220,000; CHO-NPSR cells, cAMP TR-FRET, antagonist mode; Potency, µM (titrated, usually from 38.3 µM), for inactives: top-dose activity change, negative = inhibition, actives largely listed as inhibitors; Q6W5P4; note: potency is the fitted concentration of half-maximal effect; % is set by controls: 0 for no effect and ±100 for the full control effect; nearly all actives have a fitted effect of over 50% in size; many of its hits are not listed in these tables
# L3MBTL1 inh: L3MBTL1 (human) inhibition; AlphaScreen L3MBTL1–H3K9me1 peptide binding; Potency, µM (top dose mostly 57.1 µM), inactives show at the highest dose activity, negative = inhibition, hits mostly inhibitors; hit rate 0.66% among 230,000; AID 485360; Q9Y468; note: potency is the fitted concentration of half-maximal effect; % is set by controls: 0 for no effect and ±100 for the full control effect; nearly all actives have a fitted effect of over 60% in size
# Target sequence (Q9Y468 whole entry, looked up): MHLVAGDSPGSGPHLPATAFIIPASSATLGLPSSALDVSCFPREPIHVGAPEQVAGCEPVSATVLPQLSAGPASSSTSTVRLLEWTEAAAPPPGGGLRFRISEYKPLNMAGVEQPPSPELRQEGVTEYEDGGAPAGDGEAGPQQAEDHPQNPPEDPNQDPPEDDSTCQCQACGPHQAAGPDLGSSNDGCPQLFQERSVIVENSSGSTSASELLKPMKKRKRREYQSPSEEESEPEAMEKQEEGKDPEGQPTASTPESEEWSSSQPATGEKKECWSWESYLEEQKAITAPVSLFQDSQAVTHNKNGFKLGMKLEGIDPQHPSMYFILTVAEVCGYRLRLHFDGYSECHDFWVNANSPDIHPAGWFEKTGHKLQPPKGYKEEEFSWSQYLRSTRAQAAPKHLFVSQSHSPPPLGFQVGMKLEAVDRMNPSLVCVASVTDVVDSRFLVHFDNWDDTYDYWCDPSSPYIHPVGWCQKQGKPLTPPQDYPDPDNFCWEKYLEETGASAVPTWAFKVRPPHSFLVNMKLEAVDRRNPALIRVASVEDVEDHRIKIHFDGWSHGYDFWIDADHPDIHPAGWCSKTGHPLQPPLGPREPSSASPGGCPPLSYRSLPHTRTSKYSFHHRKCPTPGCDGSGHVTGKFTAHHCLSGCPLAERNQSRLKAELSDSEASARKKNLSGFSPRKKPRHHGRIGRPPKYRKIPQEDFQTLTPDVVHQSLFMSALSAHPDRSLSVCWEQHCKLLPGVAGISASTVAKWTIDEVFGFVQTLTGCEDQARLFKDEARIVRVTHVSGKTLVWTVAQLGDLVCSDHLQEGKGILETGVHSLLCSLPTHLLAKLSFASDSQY
#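 Read-out is AlphaScreen signal from streptavidin donor and nickel chelate acceptor beads (10 ug/mL final each) bridging L3MBTL1 (50 nM) and biotinylated K9-monomethylated H3(1-15) peptide (75 nM), after 30 min compound exposure at room temperature.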
# Epigenetic derep: epigenetic control regulation, reporter derepression | murine LDR cells, GFP reporter derepression, 30 h | Potency, µM (series often up to 53.9 µM), inactives show at the highest dose GFP activation, hits mostly activators | hit rate 0.2% among 280,000 | AID 1865; note: potency is the fitted concentration of half-maximal effect; % of control where 0% means no effect; nearly all actives have a fitted effect of over 60% in size
#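 In this reporter-derepression format, murine cells bearing a silenced integrated CMV-GFP locus incubate with test compound (30 h, 37 C), then are washed and imaged; fluorescent objects of 20–120 um count as induced cells.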
# CBFb-RUNX1 inh: CBF-beta/RUNX1 interaction disruption; AlphaScreen CBFb-His/RUNX1-biotin binding, biochemical; Potency, µM (top dose mostly 59.8 µM), without a hit: top-dose activity, negative = inhibition, hits mostly inhibitors; 230,000 tested, under 10 active; note: % of control where 0% means no effect
#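 CBF-beta (His) and RUNX1 (biotin), 30 nM each; 20 min preassociation; + compound, 15 min; + beads 50 ng each (Ni, streptavidin), 90 min; RT; AlphaScreen read.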
# Luc counter: blocks Kinase-Glo luciferase, a counter-screen artifact. hit rate 0.28% among 200,000. Kinase-Glo luciferase, ATP luminescence, 8 min. Potency, µM (top dose mostly 38.3 µM), inactives show at the highest dose activity change, negative = inhibition, hits mostly inhibitors; note: potency is the fitted concentration of half-maximal effect; % is set by controls: 0 for no effect and ±100 for the full control effect; nearly all actives have a fitted effect of over 60% in size
#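 Kinase-Glo luciferase light output from ATP and luciferin was measured with 10 uM ATP, within the enzyme's linear range. Buffer: 50 mM imidazole pH 7.2, 50 mM KCl, 7 mM MgCl2, 0.01% Tween 20, 0.05% BSA; luminescence read after 8 min at ambient temperature.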
# Starred values were filed as active, the others as inactive; ? = inconclusive; . = not tested or not shown; [ ] = another dose, or the depositor's remark. Calls come from the whole dose curve; as a rule, active = well fitted curve in the direction sought with a large enough effect; inconclusive = small, poorly fitted or top-dose-only effect, or another doubt; inactive = no such curve, though single readings can be large; an effect the other way counts as inactive or inconclusive.
SMILES,IMPase Li inh,HttQ103 aggreg,NPSR antag,L3MBTL1 inh,Epigenetic derep,CBFb-RUNX1 inh,Luc counter
O=NN(CCc1ccncc1)c1ccc(OCc2ccccc2)cc1,16%,?,-41%,16%,8.0%,-16%,-2%
CC1CN(C(c2ccco2)c2sc3ncnn3c2O)CC(C)O1 (configuration not stated),-7%[38.3 µM],11%,4%[46.1 µM],-1%,1.9%,0%,0%
C=CCOC(=O)C1=C[C@@H](C2CCCCC2)C[C@@H](OCc2ccc(CO)cc2)O1,11%,-12%[9.22 µM],35%,-4%,1.9%,11%,.
COc1ccc(N2CCN(c3ccc(N4C(=O)COCC4=O)cc3[N+](=O)[O-])CC2)cc1,-4%,-5%,23%,-5%,-1.1%,-4%,-4%
O=C1c2sc3nc4c(c(=O)n3c2C(=O)N1c1ccccc1)CCC4,.,2%,-6%[46.1 µM],-10%,-3.5%,4%,.
COc1ccc(NC(=S)Nc2ccc(C)c(Cl)c2)cc1OC,-1%,8%,-20%,4%[11.4 µM],-1.2%,-8%,-1%
CN(C)CCSc1nc(-c2ccccc2)nc2c1COC(C)(C)C2,16%[38.3 µM],12%,-5%[46.1 µM],.,0.8%,1%,-4%
Cc1ccc(/C=N/NC(=O)CSc2nc3ccccc3s2)o1,8%,-4%,9%,5%,0.0%,2%,-2%
CC(=O)Nc1ccc(S(=O)(=O)NC2(C(F)(F)F)NC(=O)N(C3CCCCC3)C2=O)cc1 (configuration not stated),40%[38.3 µM],20%,-12%[46.1 µM],.,-0.1%,4%,0%
CS(=O)(=O)CCSc1ncccc1C(=O)NCc1cccs1,.,2%[9.22 µM],-14%,12%,1.1%,8%,.
CC(C)(C)N(C=C(Cl)Cl)C(=O)NC1CCCCC1,-3%[38.3 µM],6%,9%[46.1 µM],2%,0.0%,2%,3%
CC1=CS(=O)(=O)CC1SC(=S)N(C)C1CCS(=O)(=O)C1 (configuration not stated),-1%,8%,16%,8%,-0.9%,7%,0%
CC1CCc2sc3ncn4nc(C(=O)NCc5ccco5)nc4c3c2C1 (configuration not stated),36%[38.3 µM],-25%,-14%[46.1 µM],1%[11.4 µM],0.9%,7%,0%
CC(=O)N1CCCc2cc(S(=O)(=O)NC(C(=O)NC3CCCCC3)C(C)C)ccc21 (configuration not stated),0%,-11%,5%,4%,1.3%,16%,1%
COc1ccc(S(=O)(=O)n2c(CCN3CCOCC3)nc3ccccc32)cc1,21%[38.3 µM],-5%,-10%[46.1 µM],.,2.4%,-5%,2%
Cc1ccc(NC(=O)c2sc(Cl)nc2-c2ccccc2)cc1C,28%[38.3 µM],-19%,?,.,0.1%,5%,-3%
Cc1ccc(CC(NC(=O)c2ccccc2)C(=O)N2CCCC2C(=O)O)cc1 (configuration not stated),15%[38.3 µM],-6%,-4%[46.1 µM],.,1.1%,10%,4%
O=C(COc1ccc([N+](=O)[O-])cc1)NCCC1=CCCCC1,11%,-6%,-3%,0%,4.1%,-7%,-2%
Cn1c(=O)n(Cc2ccccc2Br)c2ccccc21,4%,.,14%,10%,0.0%,6%,0%
COc1cccc(CN(Cc2cccnc2)S(=O)(=O)c2ccc(-n3cnnn3)c(C)c2)c1OC,20%[38.3 µM],15%,?,-3%,-1.8%,3%,4%
O=S(=O)(Nc1cccc(-c2cn3cccnc3n2)c1)c1ccccc1,-5%,-6%,10%,31%,0.0%,-4%,-2%
Cc1ccc(C(=O)NCCSc2ccc(Cl)cc2)cc1S(=O)(=O)Nc1ccccc1,4%[38.3 µM],?,?,1%,-2.2%,2%,3%
COCCn1c(SCc2csc(-c3ccccc3)n2)nc2ccccc21,14%,?,-12%,35%[activator],-1.0%,5%,4%
COCCNC(=O)Cn1c(=O)n(Cc2ccc(C(=O)NCc3ccco3)cc2)c(=O)c2ccccc21,-5%,7%,0%,0%,-6.1%,6%,-3%
Cc1ccc(C(=O)NCCc2n[nH]c(=S)n2C)cc1,-1%,-8%[9.22 µM],-1%,4%,1.1%[10.1 µM],-3%,1%

# An excerpt from above in order of SMILES length, falling:
SMILES,IMPase Li inh,HttQ103 aggreg,NPSR antag,L3MBTL1 inh,Epigenetic derep,CBFb-RUNX1 inh,Luc counter
COCCNC(=O)Cn1c(=O)n(Cc2ccc(C(=O)NCc3ccco3)cc2)c(=O)c2ccccc21,-5%,7%,0%,0%,-6.1%,6%,-3%
O=S(=O)(Nc1cccc(-c2cn3cccnc3n2)c1)c1ccccc1,-5%,-6%,10%,31%,0.0%,-4%,-2%
O=C(COc1ccc([N+](=O)[O-])cc1)NCCC1=CCCCC1,11%,-6%,-3%,0%,4.1%,-7%,-2%
Cc1ccc(/C=N/NC(=O)CSc2nc3ccccc3s2)o1,8%,-4%,9%,5%,0.0%,2%,-2%

# (next part)
SMILES,IMPase Li inh,HttQ103 aggreg,NPSR antag,L3MBTL1 inh,Epigenetic derep,CBFb-RUNX1 inh,Luc counter
C=C1c2ccccc2NC(=O)N1c1ccc(C)cc1,27%[38.3 µM],-8%,6%[46.1 µM],.,-1.2%,1%,-5%
Cc1ccnc(NC(=S)NC(=O)/C=C/c2ccc(Cl)cc2)c1,-6%,?,16%,-7%,-1.1%,-6%,1%
COc1ccc(CN2CCN(C3CCSCC3)CC2CCO)c(C)c1C (configuration not stated),10%,-3%[9.22 µM],-9%,-8%,-1.1%,7%,0%
CCC(CC)NC(=O)COC(=O)c1cc(SC)ccc1Cl,4%,-1%,-10%,.,1.5%,11%,-1%
O=C(Nc1cccc(-c2nc3ncccc3o2)c1)c1ccccc1,7%,-27%,-23%,.,-4.8%,-2%,1%
CN1CCN(/N=C/c2ccc(N(C)c3ccccc3)cc2)CC1,23%,-6%,1%,-9%[11.4 µM],-2.7%,-20%,-1%
Cc1cc(=O)[nH]c2c(N=Nc3ccc(O)cc3)c(N)nn12,37%[activator],-8%[9.22 µM],52%,1%,1.6%,2%,-3%
Cc1nc2cc(C(=O)N3CCc4ccccc43)ccc2n1-c1ccc(F)c(F)c1,9%,?,-11%,-13%,0.0%,-3%,2%
Cc1cc(Br)ccc1OCCNCc1ccccc1,6%,-11%,-17%,.,0.1%,3%,-2%
O=C(CSc1ccc(-c2ccccc2)nn1)Nc1ccc2c(c1)OCCO2,-2%,2%,-6%,-1%,-1.6%,-6%,-1%
COc1ccccc1NC(=O)CNS(=O)(=O)c1ccccc1,1%,-8%,5%[46.1 µM],40%,-1.0%,11%,7%
Cc1nc(CC(C)C)cc(C(=O)N2CCCC(CNS(=O)(=O)c3cccs3)C2)n1 (configuration not stated),1%,16%[9.22 µM],4%,4%,2.7%,5%,1%
CC1(C)NC(=O)N(CC(O)Cn2c3ccccc3c3ccccc32)C1=O (configuration not stated),1%,3%[9.22 µM],6%,-10%,0.1%,-7%,0%
CCCCOC(=O)Cn1c(=O)n(CC(=O)OCCCC)c2ccccc21,-12%[38.3 µM],2%[9.22 µM],-19%[46.1 µM],.,0.0%,6%,1%
COc1ccc(C2CC3CC(c4ccccc4)N2O3)cc1 (configuration not stated),-5%[38.3 µM],-18%,0%[46.1 µM],7%,-1.0%,-1%,-3%
Cn1c(SCC2CCCCC2)nnc1-c1ccncc1,23%[38.3 µM],-19%,-6%[46.1 µM],.,0.1%,4%,-2%
COc1ccc(-c2noc(CCC(=O)NCCCN3CCN(c4ccc(F)cc4)CC3)n2)cc1,-5%,23%,-2%,.,-0.1%,1%,-5%
Cn1c(SCC(=O)Nc2cc(=O)n(C)c(=O)n2C)nnc1C12CC3CC(CC(C3)C1)C2,-2%[38.3 µM],-26%,-5%[46.1 µM],10%,5.0%,7%,-1%
COc1ccc(S(=O)(=O)N2CCCC2C(=O)Nc2nccs2)cc1 (configuration not stated),-5%[38.3 µM],5%,-10%[46.1 µM],.,-1.1%,-3%,3%
COc1cc(C(=O)OCC(=O)Nc2ccc(C(C)=O)cc2)ccc1OCC(=O)N1CCOCC1,-4%,5%,23%,14%,2.6%,-2%,-5%
O=S(=O)([N-]c1nc2ccccc2nc1-n1cc[n+](Cc2ccccc2)c1)c1ccccc1,.,-2%[9.22 µM],-20%,0%,4.4%,17%,.
CN1CCc2nc(SCc3ccc(C(C)(C)C)cc3)c(C#N)cc2C1,11%[38.3 µM],?,-14%[46.1 µM],-6%,0.0%,-5%,2%
O=C(/C=C(\O)c1ccc(Cl)cc1)C(=O)NNC(=O)C(O)(c1ccccc1)c1ccccc1,-18%[38.3 µM],-4%,-20%[46.1 µM],-4%,-0.9%,-11%,10%
COc1ccc(C(=O)N/N=C2\CCS(=O)(=O)c3ccc(F)cc32)cc1OC,.,-6%[9.22 µM],-3%,.,0.0%,9%,.
COC(=O)[C@@]1(Cc2ccc(F)cc2)[C@@H]2C(=CC(=O)[C@H]2CC(=O)C(=O)N2CCCC2)CN1C(=O)c1ccccc1,-4%,.,.,.,1.5%,-2%,-3%
SMILES,IMPase Li inh,HttQ103 aggreg,NPSR antag,L3MBTL1 inh,Epigenetic derep,CBFb-RUNX1 inh,Luc counter
CCC1Oc2ccc(C)cc2N(CC(=O)NCCN2CCCCCC2)C1=O (configuration not stated),.,2%,-11%[46.1 µM],-3%,0.0%,7%,.
CC1CCCCN1CC(O)COCCC12CC3CC(CC(C3)C1)C2 (configuration not stated),-7%,-9%,2%,.,0.0%,7%,3%
N#CCC(=O)N/N=C/c1ccccc1Cl,3%,3%[9.22 µM],-2%,-16%,-4.6%,11%,0%
O=C(COC(=O)c1nc(Cl)ccc1Cl)Nc1ccccc1OC(F)F,-3%,5%,1%,1%,-6.3%,-18%,2%
CC1(C)CC(=O)C(C=Nc2ccc(Cl)cn2)=C(O)C1,9%[38.3 µM],5%,-4%[46.1 µM],3%,4.3%,-1%,-2%
CCCS/C(N)=N/N=C/c1cc(C)ccc1O,-3%[38.3 µM],-24%,-3%[46.1 µM],.,2.1%,0%,2%
COc1ccc(-c2cc(C(=O)O)sc2C)cc1,-3%,8%,-28%,.,1.0%,-8%,-4%
COc1ccc(OC)c(CNC(=O)CCN2C(=O)COc3ccccc32)c1,-8%,-2%,-5%[46.1 µM],-5%,1.8%,6%,-1%
CN(C)C(=O)c1coc2nc3ccccc3nc12,.,9%[9.22 µM],-38%,0%,0.0%,0%,.
O=C1CC(c2ccccc2Cl)Cc2c1cnn2-c1nc2ccccc2s1 (configuration not stated),.,28%,?,-2%,-0.9%,2%,.
CCN1CCN(S(=O)(=O)c2ccc3ccccc3c2)CC1,-7%[38.3 µM],-2%,-3%[46.1 µM],.,-1.4%,2%,-5%
O=C(c1ccc(Cl)s1)N1CCOCC1,22%[38.3 µM],-11%,-3%[46.1 µM],4%,0.0%,7%,-1%

# Source: PubChem

# Not all compounds are listed (hit frequency here may not be typical).
